Screening data from PubChem.
E-sel inducer = induces E-selectin expression in human endothelial cells | P16581 | HUVEC E-selectin immunofluorescence imaging; normalized: neutral wells 0, TNF-alpha wells 100 | activation, % at 7.58 µM | 260,000 tested, 0.37% active;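 active = mean E-selectin-positive cell signal at least 10% of the positive control, reached in at least 60% of replicates, without over 20% cell loss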;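 also: in these data hits start at about 27%; measured in HUVEC primary endothelial cells; signal is the percent of cells scored E-selectin positive by PE staining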
Target sequence (P16581 whole entry, looked up): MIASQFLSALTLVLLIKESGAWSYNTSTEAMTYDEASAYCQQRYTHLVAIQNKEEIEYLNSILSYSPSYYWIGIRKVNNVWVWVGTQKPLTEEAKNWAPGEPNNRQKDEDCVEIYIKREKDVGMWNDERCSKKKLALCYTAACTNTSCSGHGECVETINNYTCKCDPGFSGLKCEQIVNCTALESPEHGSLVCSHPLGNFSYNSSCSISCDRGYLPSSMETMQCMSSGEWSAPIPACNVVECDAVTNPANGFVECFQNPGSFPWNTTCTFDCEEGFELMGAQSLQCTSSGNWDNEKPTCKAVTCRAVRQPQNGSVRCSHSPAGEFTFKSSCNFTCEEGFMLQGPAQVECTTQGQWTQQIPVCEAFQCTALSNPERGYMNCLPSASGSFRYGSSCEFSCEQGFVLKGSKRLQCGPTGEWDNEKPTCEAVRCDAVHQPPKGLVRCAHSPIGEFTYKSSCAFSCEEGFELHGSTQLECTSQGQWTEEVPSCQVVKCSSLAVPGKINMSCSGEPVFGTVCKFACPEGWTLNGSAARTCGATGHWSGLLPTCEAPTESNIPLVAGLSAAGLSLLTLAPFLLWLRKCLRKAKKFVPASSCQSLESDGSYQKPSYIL
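System: HUVEC, human umbilical vein endothelial cells; quantity: 3,000 cells/well; buffer or medium: EGM-2 medium, gelatin-coated wells; dosing: single-point compound dose; detection: immunofluorescence imaging; evaluation: % PE-positive cells; benchmarks: TNF-alpha, DMSO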
Xi reactivation = activators of X-chromosome reactivation in mouse fibroblasts | XiGFP mouse fibroblasts, % GFP-positive cells imaging, 3 d; cells co-treated with 5-aza-dC sensitizer; scaled so ellipticine positive control = 100% | AID 743238 | activation, % at 7.58 µM | 360,000 tested, 0.055% active;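 active = mean normalized replicate activation at least 10% and every replicate at or above 10%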;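 also: 0% = median of on-plate neutral control wells and 100% = ellipticine 6 µM median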
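Material: XiGFP fibroblasts, SV40-immortalized; Buffer or medium: DMEM containing 5-aza-dC; Compound dosing: single point; Times: 3 days compound exposure.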
* = called active by the depositor; & = joins results of further samples.

1) CN(C)C(=O)c1cccc(-c2ccc(C3[C@@H]4CN(C(=O)Cc5ccccc5)C[C@H]3N4)cc2)c1 (some centres undefined)
2) COc1ccc2cc(-c3cc(C(=O)OCC(=O)NC4CCS(=O)(=O)C4)c4ccccc4n3)ccc2c1 (centres undefined)
3) COCC(=O)N1CCC2(CC1)CN(C(=O)COC)[C@@H](CO)c1c2c2ccc(OC)cc2n1C
4) CC(=O)N1N=C(c2ccccc2)CC1c1cn(Cc2ccccc2)c2ccccc12 (centres undefined)
5) C[C@@H]1CN([C@H](C)CO)S(=O)(=O)c2ccc(-c3ccc(C(=O)N(C)C)cc3)cc2O[C@H]1CN(C)C(=O)C1CC1
6) O=C(Nc1ccccc1)c1cccc(C(F)(F)F)c1
7) COCC(=O)N1CCC2(CC1)CN(Cc1ccccn1)[C@@H](CO)c1[nH]c3cc(OC)ccc3c12
8) Cc1ccc2cc(/C=N/NC(=O)[C@H](C)NC(=O)OC(C)(C)C)c(Cl)nc2c1

compound no.	1	2	3	4	5	6	7	8
E-sel inducer	0.2	-0.1	-0.3	2.5	1.0	-0.9	0.1	0.0
Xi reactivation	0.0	0.3	0.2	0.7	-1.0	-0.1	0.1	0.0

9) C[C@@H]1CN([C@H](C)CO)C(=O)c2cc(C#CCc3ccccc3)cnc2O[C@@H]1CN(C)CC1CC1
10) O=C(N/N=C/c1cccc(O)c1)c1ccc(COc2ccccc2Br)cc1
11) CN(Cc1cn(C)c2ccccc12)C(=S)Nc1cc(F)cc(F)c1
12) COc1ccc2c3c([nH]c2c1)[C@@H](CO)N(S(=O)(=O)c1cn(C)cn1)CC31CN(CC2CCOCC2)C1
13) CCOc1cc(C2NN=C(c3ccc(C)cc3)S2)ccc1O (centres undefined)
14) O=C(NCCN1C(=O)S/C(=C\c2ccc(Cl)c(Cl)c2)C1=O)c1cnccn1
15) O=C(N/N=C/c1ccccc1OC(=O)c1ccc2c(c1)OCO2)c1cccc(F)c1
16) CC(/C=C/c1ccccc1)=N\NC(=O)Cn1nc(C)cc1C

compound no.	9	10	11	12	13	14	15	16
E-sel inducer	0.7	-0.3	0.1	-0.2	-1.3	0.0	-0.1	0.1
Xi reactivation	-0.1	-0.1	0.2	0.4	0.0	0.0	2.1	0.3

17) CC(C)C#Cc1ccc2c(c1)O[C@@H](CN(C)C(=O)C1CCC1)[C@H](C)CN([C@@H](C)CO)S2(=O)=O
18) Cc1c(NC(=O)c2ccc(Cl)s2)c(=O)n(-c2ccccc2)n1C
19) CC(C)(C)Cc1cc(N)on1
20) CCCC(=O)N1CC2(CCN(CC3CCCC3)CC2)c2c([nH]c3cc(OC)ccc23)[C@@H]1CO
21) Cc1ccccc1-c1ccc(C2[C@@H]3CN(C(=O)Nc4ccc(F)cc4)C[C@H]2N3)cc1 (some centres undefined)
22) Cc1cccc(N2CN(Cc3ccco3)CNC2=S)c1
23) Cc1ccc(CCc2nnc(SCC(=O)Nc3cc(Cl)ccc3Cl)n2-c2ccccc2)o1
24) Cc1[nH]c(=O)[nH]c(=O)c1NC(=O)c1sc2nc3c(C)cccc3cc2c1N

compound no.	17	18	19	20	21	22	23	24
E-sel inducer	0.8	1.7	-0.7	-0.1	0.2	0.0	-2.5	13.9
Xi reactivation	-1.2	-0.1	-0.1	0.4	0.0	0.0	0.0	0.0

Shown with values under each structure: entries from further up.
Value order – E-sel inducer	Xi reactivation
(5) C[C@@H]1CN([C@H](C)CO)S(=O)(=O)c2ccc(-c3ccc(C(=O)N(C)C)cc3)cc2O[C@H]1CN(C)C(=O)C1CC1
 : 1.0	-1.0
(6) O=C(Nc1ccccc1)c1cccc(C(F)(F)F)c1
 : -0.9	-0.1
(7) COCC(=O)N1CCC2(CC1)CN(Cc1ccccn1)[C@@H](CO)c1[nH]c3cc(OC)ccc3c12
 : 0.1	0.1
(8) Cc1ccc2cc(/C=N/NC(=O)[C@H](C)NC(=O)OC(C)(C)C)c(Cl)nc2c1
 : 0.0	0.0
(9) C[C@@H]1CN([C@H](C)CO)C(=O)c2cc(C#CCc3ccccc3)cnc2O[C@@H]1CN(C)CC1CC1
 : 0.7	-0.1
(10) O=C(N/N=C/c1cccc(O)c1)c1ccc(COc2ccccc2Br)cc1
 : -0.3	-0.1
(11) CN(Cc1cn(C)c2ccccc12)C(=S)Nc1cc(F)cc(F)c1
 : 0.1	0.2
(12) COc1ccc2c3c([nH]c2c1)[C@@H](CO)N(S(=O)(=O)c1cn(C)cn1)CC31CN(CC2CCOCC2)C1
 : -0.2	0.4
(13) CCOc1cc(C2NN=C(c3ccc(C)cc3)S2)ccc1O (centres undefined)
 : -1.3	0.0
(14) O=C(NCCN1C(=O)S/C(=C\c2ccc(Cl)c(Cl)c2)C1=O)c1cnccn1
 : 0.0	0.0
(15) O=C(N/N=C/c1ccccc1OC(=O)c1ccc2c(c1)OCO2)c1cccc(F)c1
 : -0.1	2.1
(16) CC(/C=C/c1ccccc1)=N\NC(=O)Cn1nc(C)cc1C
 : 0.1	0.3
(17) CC(C)C#Cc1ccc2c(c1)O[C@@H](CN(C)C(=O)C1CCC1)[C@H](C)CN([C@@H](C)CO)S2(=O)=O
 : 0.8	-1.2
(18) Cc1c(NC(=O)c2ccc(Cl)s2)c(=O)n(-c2ccccc2)n1C
 : 1.7	-0.1
(19) CC(C)(C)Cc1cc(N)on1
 : -0.7	-0.1
(20) CCCC(=O)N1CC2(CCN(CC3CCCC3)CC2)c2c([nH]c3cc(OC)ccc23)[C@@H]1CO
 : -0.1	0.4
(21) Cc1ccccc1-c1ccc(C2[C@@H]3CN(C(=O)Nc4ccc(F)cc4)C[C@H]2N3)cc1 (some centres undefined)
 : 0.2	0.0
(22) Cc1cccc(N2CN(Cc3ccco3)CNC2=S)c1
 : 0.0	0.0

Following part:
25) COC(=O)COc1cc(OCC(=O)OC)c2c(C)c(Cl)c(=O)oc2c1
26) Cc1ccc(Oc2cc(NC(=O)CCCn3nc([N+](=O)[O-])cc3C)cc([N+](=O)[O-])c2)cc1
27) NS(=O)(=O)c1ccc(NC(=O)COC(=O)c2cn(-c3ccccc3)nc2-c2ccc(F)cc2)cc1
28) CCCCc1c(C)nc2c(OC)cccc2c1SCCC(=O)O
29) OC(COCc1ccc(Cl)cc1)CN1CCc2ccccc2C1 (centres undefined)
30) Cc1cc(C)c(S(=O)(=O)N2CCCOC2CNC(=O)C(=O)NCCc2c[nH]c3ccccc23)c(C)c1 (centres undefined)
31) CCCNC(=O)N1CC2(CCN(Cc3ccncc3)CC2)c2c(n(C)c3cc(OC)ccc23)[C@H]1CO
32) CC(O/N=C/c1ccccc1OC(F)F)C(=O)Nc1cccc(S(=O)(=O)N2CCOCC2)c1 (centres undefined)

compound no.	25	26	27	28	29	30	31	32
E-sel inducer	-1.4	0.9	0.9	-0.1	0.1	0.1	-0.1	-0.9
Xi reactivation	0.0	0.0	0.2	-0.2	-0.1	0.0	0.2	-0.1

33) COc1ccc2c3c(n(C)c2c1)[C@@H](CO)NCC31CN(Cc2ccc(Cl)cc2)C1
34) COc1cccc(NC(=S)N(CCN(C)C)C(C)c2ccco2)c1 (centres undefined)
35) COc1ccc2c3c(n(C)c2c1)[C@H](CO)N(C(=O)c1ccccc1)CC31CN(CC2CC2)C1
36) CCC(C)/C(C)=N/NC(=O)c1cn(-c2ccccc2)nc1-c1ccccc1 (centres undefined)
37) O=C(c1nn2c(C(F)(F)F)cc(-c3cccs3)nc2c1Br)N1CCCc2ccccc21
38) CCCC(=O)N1CC2(CCN(C(=O)CC3CC3)CC2)c2c(n(C)c3cc(OC)ccc23)[C@@H]1CO
39) COc1ccc2c3c([nH]c2c1)[C@H](CO)N(C(C)=O)CC31CN(C(=O)Nc2ccccc2F)C1
40) Cc1ccn(-c2cccc(-n3ccc(C)n3)n2)n1

compound no.	33	34	35	36	37	38	39	40
E-sel inducer	-0.5	0.0	-0.5	0.1	0.8	-0.4	0.0	-0.9
Xi reactivation	0.2	-0.1	0.2	0.1	-0.1	0.3	0.1	-0.1

41) COc1ccc2c3c(n(C)c2c1)[C@@H](CO)N(Cc1ccccc1)CC31CN(S(C)(=O)=O)C1
42) O=C(Nc1nnc(-c2ccc(Cl)cc2)o1)c1cccc(N2C(=O)CCC2=O)c1
43) COc1ccc(NC(=S)c2ccc(N(C)C)cc2)cc1
44) COC(=O)c1ccc(CSC2=NCCS2)cc1
45) CCC(=O)N1CC2(C1)CN(Cc1ccccc1Cl)[C@H](CO)c1[nH]c3cc(OC)ccc3c12
46) Cc1cccc(C(C)(C)C)c1OCCOCCN1CCCC1
47) CCCCN=C1C([N+](=O)[O-])=CC=C2C1=NC1(CCCCC1)N2O
48) CSc1nc(=S)n(Cc2ccccc2)c(C)c1C(C)=O

compound no.	41	42	43	44	45	46	47	48
E-sel inducer	-0.3	0.7	-0.2	-0.2	-0.4	0.2	-0.1	-0.8
Xi reactivation	0.5	0.1	-0.1	0.4	0.2	0.0	0.7	-0.1

49) Cn1cc(C(=O)NC2CCCCCC2)c(=O)c2cc(S(=O)(=O)N3CCCC3)ccc21
50) COc1ccc2c3c([nH]c2c1)[C@H](CO)N(S(C)(=O)=O)CC31CCN(Cc2ccccc2)CC1
51) COc1ccc2c3c([nH]c2c1)[C@@H](CO)N(S(C)(=O)=O)CC31CCN(Cc2cccc(F)c2)CC1
52) CC1CN(CC(O)COC(c2ccc(Cl)cc2)c2ccc(Cl)cc2)CC(C)O1 (centres undefined)
53) CNC(=O)CN(c1cc([N+](=O)[O-])ccc1OC)S(C)(=O)=O
54) COc1cc(/C=C/C(=O)OCC(=O)NCc2cccs2)ccc1OCC#N
55) COc1ccc(-c2ccc(C3[C@@H]4CN(C(=O)c5ccc(F)cc5)C[C@H]3N4)cc2)cc1 (some centres undefined)
56) Cc1cccc(NN=C2c3ccccc3-c3ccccc32)c1

compound no.	49	50	51	52	53	54	55	56
E-sel inducer	-0.8	-0.3	-0.2	0.1	0.1	-0.2	-0.2&0.1	0.1
Xi reactivation	0.0	0.3	1.1	-0.2	0.7	0.0	0.1&0.0	-0.1

57) CCC(=O)Nc1c(S(=O)(=O)c2ccccc2)c2nc3ccccc3nc2n1C(C)c1ccccc1 (centres undefined)
58) COc1ccc2c3c([nH]c2c1)[C@@H](CO)N(C(=O)C1CCOCC1)CC31CN(C)C1
59) Cc1cc(C)nc(NC(=O)c2c(-c3ccccc3Cl)noc2C)c1
60) COc1ccc2c3c(n(C)c2c1)[C@@H](CO)N(Cc1ccc2c(c1)OCO2)CC31CN(C)C1
61) CC(C)CC#Cc1ccc2c(c1)O[C@@H](CN(C)C(=O)C1CC1)[C@H](C)CN([C@H](C)CO)S2(=O)=O
62) COc1ccc(S(=O)(=O)N(C)C[C@@H]2Oc3ncc(-c4ccccc4)cc3C(=O)N([C@H](C)CO)C[C@@H]2C)cc1
63) COC(=O)c1c(NC(C)=O)sc2c1CCCCC2
64) COCCNC(=O)CNC(=S)N(Cc1ccccc1)Cc1cccnc1
65) Cc1nn(Cc2ccccc2)c(=O)c2nn(-c3ccc(Cl)cc3)c(C)c12
66) COc1cccc(-c2ccc(C3[C@H]4CNC[C@@H]3N4Cc3ccccc3F)cc2)c1 (some centres undefined)

compound no.	57	58	59	60	61	62	63	64	65	66
E-sel inducer	1.9	-0.2	-0.4	-0.3	-0.4	-0.1	-0.4	-0.2	-0.7	0.0&0.0
Xi reactivation	0.1	0.3	0.5	0.2	-0.1	-0.4	-0.2	0.0	0.1	0.1&0.0

Not all compounds are listed; the hit share may differ from the screen's.
